High-throughput results deposited in PubChem by National Center for Advancing Translational Sciences (NCATS).
PI4K2A inh: inhibitors of human PI4K2A; Q9BTU6; purified PI4K2A, ADP-Glo luminescence, 1 h; active compounds read low; activity change, negative = inhibition, % at 76.9 µM; 0.13% of 420,000 active; AID 1346378; in the data active = activity change below about -50%; inconclusive = mostly about -30% to -49%;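 also: -100% = wells without enzyme as full effect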
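ADP-Glo luminescence measured ADP generated by PI4K2A enzyme (4 ug/mL before mixing) with 1.2 mM PI substrate (pre-mix) and 300 microM ATP (pre-mix). Tris pH7.5 buffer with MgCl2, Triton X-100; 1 h reaction at ambient temperature.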
Tb PGK inh: inhibitors of T. brucei phosphoglycerate kinase | P07378 | PGK/GAPDH coupled, Kinase-Glo luminescence, 60 min | Potency, µM (series often up to 57.5 µM), inactives show top-dose activity change, negative = inhibition, hits mostly inhibitors | 0.043% of 380,000 active; also: potency is read from the fitted curve at half-maximal effect; % is scaled to controls: 0 for no effect and ±100 for the full control effect; nearly all actives have a fitted effect of over 60% in size
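Recombinant glycosomal PGK reaction used 1,3-bisphosphoglycerate generated in-well by GAPDH (100nM final) in 100mM TEA pH 7.6, 5mM MgCl2, 0.01% Tween-20. After 60 minutes at room temperature, ATP was read by Kinase-Glo Plus luminescence end-point.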
IDH1 R132H inh: inhibitors of human mutant IDH1 R132H | Potency, µM (doses to about 76.6 µM), for inactives: at the highest dose activity change, negative = inhibition, usual class: inhibitors | IDH1-R132H enzyme, NADPH consumption, diaphorase/resazurin fluorescence | 0.093% of 390,000 active | AID 602179 | O75874; also: potency is read from the fitted curve at half-maximal effect; % is scaled to controls: 0 for no effect and ±100 for the full control effect; nearly all actives have a fitted effect of over 65% in size
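IDH1-R132H (0.5 ug/mL) preincubated 30 min with compound, then NADPH (0.016 mM) and alpha-KG (2 mM) added; 80 min at RT, pH 7.5. Remaining NADPH coupled via diaphorase/resazurin to fluorescence (540/590 nm); concentration-response curves normalized to no-enzyme control.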
HP1b binding inh: HP1-beta chromodomain-methylated histone interaction inhibition; P83916; AlphaScreen HP1-beta / biotin-H3K9me3 peptide binding; Potency, µM (series often up to 114 µM), inactives show top-dose activity change, negative = inhibition, usual class: inhibitors; 0.56% of 390,000 active; AID 540317; also: potency is read from the fitted curve at half-maximal effect; nearly all actives have a fitted effect of over 70% in size; inactives centre near 23
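HP1-beta protein (50 nM final) preincubated 30 min at room temperature with biotinylated H3(1-18)K9me3 peptide (50 nM) in PBS pH 7.4, 0.01% Tween-20, then compound added for 30 min. AlphaScreen streptavidin donor/nickel chelate acceptor beads (10 ug/mL final), 30 min dark, luminescence read.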
Pin1 inh: human Pin1 inhibition; Q13526; AID 504891; Pin1 FP peptide displacement, HiFluor488, 10 min; 0.009% of 390,000 active; Potency, µM (series often up to 115 µM), inactives show at the highest dose activity, negative = inhibition, usual class: inhibitors; active = well fitted inhibition curve with a large enough effect in the polarisation, with a control signal flat, not every such curve was filed as active; inconclusive = small, poorly fitted or top-dose-only effect, or effect the other way, or a change in a side signal; inactive = no such curve, though single readings can be large or run the other way; the % refers to the polarisation; also: potency is read from the fitted curve at half-maximal effect; % is scaled to controls: 0 for no effect and ±100 for the full control effect
Target sequence (Q13526 whole entry, looked up): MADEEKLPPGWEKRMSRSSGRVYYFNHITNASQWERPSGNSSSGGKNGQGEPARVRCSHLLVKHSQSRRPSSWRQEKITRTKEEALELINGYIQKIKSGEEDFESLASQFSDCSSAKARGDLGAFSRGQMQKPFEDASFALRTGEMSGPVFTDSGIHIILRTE
USP1-UAF1 inh: blocks the human USP1/UAF1 deubiquitinase complex; recombinant USP1/UAF1, Ub-Rhodamine cleavage fluorescence; Potency, µM (doses to about 57.1 µM), without a hit: at the highest dose activity change, negative = inhibition, usual class: inhibitors; 0.23% of 390,000 active; AID 743255; also: potency is read from the fitted curve at half-maximal effect; % is scaled to controls: 0 for no effect and ±100 for the full control effect; nearly all actives have a fitted effect of over 60% in size; inactives centre near -12
Target sequence (O94782 whole entry, looked up): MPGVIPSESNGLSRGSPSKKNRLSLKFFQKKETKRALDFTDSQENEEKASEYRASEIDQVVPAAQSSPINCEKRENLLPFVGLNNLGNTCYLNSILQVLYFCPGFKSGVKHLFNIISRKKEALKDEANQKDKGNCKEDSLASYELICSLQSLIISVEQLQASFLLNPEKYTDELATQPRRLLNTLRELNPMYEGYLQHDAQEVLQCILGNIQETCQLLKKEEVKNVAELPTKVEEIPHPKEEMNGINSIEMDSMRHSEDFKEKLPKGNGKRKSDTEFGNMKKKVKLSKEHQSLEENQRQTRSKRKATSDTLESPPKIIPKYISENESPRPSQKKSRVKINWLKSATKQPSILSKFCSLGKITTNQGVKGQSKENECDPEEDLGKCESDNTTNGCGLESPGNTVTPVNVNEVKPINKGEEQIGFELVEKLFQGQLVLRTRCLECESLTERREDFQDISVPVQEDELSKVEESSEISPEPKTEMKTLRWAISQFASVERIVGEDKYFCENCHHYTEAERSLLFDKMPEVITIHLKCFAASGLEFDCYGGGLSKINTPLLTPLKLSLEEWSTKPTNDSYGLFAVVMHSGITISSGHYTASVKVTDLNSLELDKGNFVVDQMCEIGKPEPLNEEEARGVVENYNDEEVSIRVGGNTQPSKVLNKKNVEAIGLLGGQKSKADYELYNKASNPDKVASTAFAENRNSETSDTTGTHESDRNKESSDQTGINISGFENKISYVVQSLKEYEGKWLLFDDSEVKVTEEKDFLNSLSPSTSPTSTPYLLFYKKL
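1 nM enzyme complex + cpd, 15 min RT; start with Ub-Rho 150nM final; kinetic fluorescence ex 480/em 540, 6 reads q60 s. Buffer 50mM HEPES pH 7.8, 0.5mM EDTA, 0.1 mg/ml BSA, 1mM TCEP, 0.01% Tween-20.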
TrxR1 inh: blocks rat thioredoxin reductase 1; O89049; recombinant rTrxR1, NADPH fluorescence consumption, selenite substrate; Potency, µM (titrated, usually from 114 µM), for inactives: at the highest dose activity change, negative = inhibition, usual class: inhibitors; 1% of 390,000 active; also: potency is read from the fitted curve at half-maximal effect; % is scaled to controls: 0 for no effect and ±100 for the full control effect; nearly all actives have a fitted effect of over 65% in size
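Rat TrxR1 (90 nM in the dispensed reagent) was pre-reduced with 400 uM NADPH for 5 min at room temperature, then incubated with compound for 15 min. After 400 uM selenite was added, NADPH fluorescence (Ex 340/Em 450 nm) was followed for 8 min.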
GLS inh: blocks human kidney-isoform glutaminase activity | 0.21% of 410,000 active | GLS enzymatic activity, qHTS titration | AID 624170 | Potency, µM (doses to about 45.5 µM), for the others: at the highest dose activity change, negative = inhibition, actives largely listed as inhibitors; also: potency is read from the fitted curve at half-maximal effect; % is scaled to controls: 0 for no effect and ±100 for the full control effect
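Compounds were pin-transferred onto hKGA, after which L-glutamine (1 mM solution) and a detection mix of glutamate oxidase, HRP and Amplex Red were added. Initial and 30 min RT fluorescence reads were collected.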
TrxR1 substrate: rat thioredoxin reductase 1 substrate activity. Potency, µM (highest dose often 114 µM), inactives show top-dose activity change, negative = substrate turnover. 0.01% of 390,000 active. purified TrxR1 substrate turnover, NADPH consumption readout; also: potency is read from the fitted curve at half-maximal effect; % is scaled to controls: 0 for no effect and ±100 for the full control effect; nearly all actives have a fitted effect of over 50% in size
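Rat TrxR1, dispensed at 90 nM, was prereduced with 400 uM NADPH (final) for 5 min at ~22 deg C, then incubated with compound 15 min before 400 uM selenite. A first-read NADPH fluorescence drop versus no-compound background flagged substrates.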
* = called active by the depositor; & = joins results of further samples; [ ] = remark or other dose. Unless noted, calls follow the shape of the dose curve; as a rule, active = well fitted curve in the direction sought with a large enough effect; inconclusive = small, poorly fitted or top-dose-only effect, or another doubt; inactive = no such curve, though single readings can be large; an effect the other way counts as inactive or inconclusive. These rows are one share of the data; count on the stated rates, not on these rows.

COc1ccccc1OCCSc1nc2ccccc2n1CC(N)=O was read as PI4K2A inh -6, Tb PGK inh 3%, IDH1 R132H inh 3%, HP1b binding inh 36%, Pin1 inh 3%, USP1-UAF1 inh -14%, TrxR1 inh 5%[57.1 µM], GLS inh 1% and TrxR1 substrate 6%[57.1 µM].
`Cc1ccc2onc(CC(=O)Nc3ccc(C(C)C)cc3)c2c1` gave PI4K2A inh 1, Tb PGK inh -11%, IDH1 R132H inh 0%, HP1b binding inh 21%, Pin1 inh 2%, USP1-UAF1 inh -5%, TrxR1 inh 17%, GLS inh 2% and TrxR1 substrate 6%[11.4 µM].
CSCCC(NC(=O)C1CCC(C)CC1)C(=O)N1CCN(c2ccccn2)CC1 (stereo unspecified) was read as PI4K2A inh 1, Tb PGK inh inactive, IDH1 R132H inh 10%, HP1b binding inh 20%, Pin1 inh 1%, USP1-UAF1 inh -9%, TrxR1 inh -10%, GLS inh -6% and TrxR1 substrate 9%.
CCOC(=O)c1ccc(NC(=O)C(CC)Sc2nc3ncccc3o2)cc1 (stereo unspecified) was read as PI4K2A inh 0, HP1b binding inh inconclusive, Pin1 inh 0%, USP1-UAF1 inh -29%, TrxR1 inh 4%[57.1 µM], GLS inh -8% and TrxR1 substrate 0%[57.1 µM].
O=C1CC(c2ccccc2)=NO1 was read as PI4K2A inh 3, Tb PGK inh 0%, IDH1 R132H inh 3%, HP1b binding inh inconclusive, Pin1 inh 7%, USP1-UAF1 inh -18%, TrxR1 inh inconclusive, GLS inh 7% and TrxR1 substrate 3%.
`CC(C)(C)C(=O)Nc1ccc(N2CCN(c3ccc(C(F)(F)F)cn3)CC2)nc1` gave PI4K2A inh 6, Tb PGK inh 8%, IDH1 R132H inh -7%, HP1b binding inh 11%, Pin1 inh -1%, USP1-UAF1 inh -17%, TrxR1 inh 42%[activator], GLS inh -6% and TrxR1 substrate 32%[activator].
Cc1ccc(NC(=O)CN2C(=O)NC(Cc3c[nH]c4ccccc34)C2=O)cc1S(=O)(=O)N1CCCCC1 (stereo unspecified) was read as PI4K2A inh -1, Tb PGK inh -8%, IDH1 R132H inh 5%, HP1b binding inh -19%, Pin1 inh 16%, USP1-UAF1 inh -20%, TrxR1 inh -4%, GLS inh 1% and TrxR1 substrate -7%.
O=Cc1cn(-c2ccccc2)nc1-c1cc2c(ccc3ccccc32)oc1=O was read as PI4K2A inh -3, Tb PGK inh 6%, IDH1 R132H inh 2%, HP1b binding inh 44%, Pin1 inh 18%, USP1-UAF1 inh -9%, TrxR1 inh 13%[57.1 µM], GLS inh 10% and TrxR1 substrate 30%[activator][57.1 µM].
`COc1ccc2c(C(=O)c3ccc(Cl)cc3)n(CCCC(N)=O)[n+]([O-])c2c1` gave PI4K2A inh 3, Tb PGK inh 2%, IDH1 R132H inh -5%, HP1b binding inh 9%, Pin1 inh -15%, USP1-UAF1 inh -1%, TrxR1 inh 29%[57.1 µM], GLS inh 11% and TrxR1 substrate 15%[57.1 µM].
For O=C1/C(=C\c2ccsc2)N2CCC1CC2 the results were PI4K2A inh 2, Tb PGK inh -6%, IDH1 R132H inh 8%, HP1b binding inh -5%, Pin1 inh 4%, USP1-UAF1 inh -6%, TrxR1 inh -1%[57.1 µM], GLS inh 5% and TrxR1 substrate -3%[57.1 µM].
`CC(C)(C)[C@H]1C=C(C(=O)NCc2nc3ccccc3[nH]2)O[C@@H](OCc2ccc(CO)cc2)C1` gave PI4K2A inh -1, Tb PGK inh inactive, IDH1 R132H inh 0%, HP1b binding inh 26%, Pin1 inh -4%, USP1-UAF1 inh inconclusive, TrxR1 inh 5%, GLS inh -4% and TrxR1 substrate -6%.
Screening Cc1ccc(C)c(-c2cc(C(=O)NN3CCOCC3)c3ccccc3n2)c1 returned PI4K2A inh 4, Tb PGK inh -7%, IDH1 R132H inh -4%, HP1b binding inh 25%, Pin1 inh 2%, USP1-UAF1 inh -5%, TrxR1 inh 16%[57.1 µM], GLS inh -6% and TrxR1 substrate 4%[57.1 µM].
Screening Cc1cc(NC(=O)C2CCCC2)n(-c2nc3ccccc3[nH]2)n1 returned PI4K2A inh 1, Tb PGK inh 0%, IDH1 R132H inh -1%, HP1b binding inh 22%, Pin1 inh -3%, USP1-UAF1 inh -8%, TrxR1 inh 20%, GLS inh 7% and TrxR1 substrate 7%.
Cn1cnc2c(=O)oc3ccc(S(=O)(=O)N4CCN(c5cccc(Cl)c5)CC4)cc3c21 was read as PI4K2A inh 2, Tb PGK inh inactive, IDH1 R132H inh -4%, HP1b binding inh 20%, Pin1 inh 4%, USP1-UAF1 inh -4%, TrxR1 inh 38%, GLS inh 2% and TrxR1 substrate 13%.
`CCc1cc2c(=O)c(-c3ccon3)c(N)oc2cc1OC` gave PI4K2A inh -4, Tb PGK inh -10%, IDH1 R132H inh 1%, HP1b binding inh 29%, Pin1 inh -9%, USP1-UAF1 inh 6%, TrxR1 inh 5%, GLS inh -1% and TrxR1 substrate -3%.
COC(=O)c1ccc(N2CCN(S(=O)(=O)c3ccc4ccccc4c3)CC2)c([N+](=O)[O-])c1 was read as PI4K2A inh 5, Tb PGK inh -7%, IDH1 R132H inh 6%, HP1b binding inh -11%, Pin1 inh -5%, USP1-UAF1 inh -1%, TrxR1 inh 19%, GLS inh 0% and TrxR1 substrate -1%.
`O=C1CC(N2CCN(C(c3ccccc3)c3ccccc3)CC2)C(=O)N1` (stereo unspecified) gave PI4K2A inh -1, Tb PGK inh -13%, IDH1 R132H inh -8%, HP1b binding inh 29%, Pin1 inh -3%, USP1-UAF1 inh -9%, TrxR1 inh -12%, GLS inh -17% and TrxR1 substrate -4%.
CCOC(=O)CNC(=O)/C=C/c1c(Cl)cccc1Cl was read as PI4K2A inh 0, Tb PGK inh -2%, IDH1 R132H inh 1%, HP1b binding inh 33%, Pin1 inh 1%, USP1-UAF1 inh -12%, TrxR1 inh -15%, GLS inh 1% and TrxR1 substrate -11%.
For O=C(CC1SCCNC1=O)Nc1ccc(F)c(Cl)c1 (stereo unspecified) the results were PI4K2A inh 0, Tb PGK inh inactive, IDH1 R132H inh 3%, HP1b binding inh 35%, Pin1 inh -8%, USP1-UAF1 inh 0%, TrxR1 inh 8%[57.1 µM], GLS inh -10% and TrxR1 substrate -5%.
`CCCCCC(O)CCCC(=O)O` (stereo unspecified) gave PI4K2A inh 5&1, Tb PGK inh -2%, IDH1 R132H inh 0%, HP1b binding inh 22%, Pin1 inh -1%, USP1-UAF1 inh -8%, TrxR1 inh 15%, GLS inh 5% and TrxR1 substrate 0%.
Screening CC(/C=C/c1ccccc1)=N\NC(=O)CCc1ccccc1 returned PI4K2A inh 0, Tb PGK inh -7%, IDH1 R132H inh -1%, HP1b binding inh 34%[activator], Pin1 inh -1%, USP1-UAF1 inh -22%, TrxR1 inh 10%, GLS inh 7% and TrxR1 substrate -2%.
Screening Cc1cc(C)c(NC(=O)CNC(=O)c2cc(C3CC3)nn2-c2ccccc2)c(C)c1 returned PI4K2A inh 5, Tb PGK inh -3%, IDH1 R132H inh 8%, HP1b binding inh 16%, Pin1 inh -8%, USP1-UAF1 inh -20%, TrxR1 inh 20%, GLS inh -11% and TrxR1 substrate 1%.
For CCOc1ccc(NC(=O)[C@H]2O[C@@H]3OC(C)(C)O[C@@H]3[C@H]3OC(C)(C)O[C@H]32)cc1 the results were PI4K2A inh 2, Tb PGK inh inactive, IDH1 R132H inh 17%, HP1b binding inh 39%[activator], Pin1 inh -4%, USP1-UAF1 inh -4%, TrxR1 inh 7%, GLS inh 3% and TrxR1 substrate 0%.
`CCOc1ccccc1NC(=O)[C@@H](NC(=O)c1cccc(S(=O)(=O)N2CCOCC2)c1)C(C)C` gave PI4K2A inh 0, Tb PGK inh -10%, IDH1 R132H inh 1%, HP1b binding inh 30%, Pin1 inh -6%, USP1-UAF1 inh -26%, TrxR1 inh 6%, GLS inh 0% and TrxR1 substrate -1%.
CC(C)(C)OC(=O)N1CCC(c2c(C(=O)NCc3ccccn3)cnn2-c2ccc(F)cc2)CC1 was read as PI4K2A inh -1, Tb PGK inh -14%, IDH1 R132H inh -3%, HP1b binding inh 82%[activator], Pin1 inh -9%, USP1-UAF1 inh 8%, TrxR1 inh 15%, GLS inh 12% and TrxR1 substrate 5%.
For CC(=O)c1sc2nc(-c3ccccc3)cc(C)c2c1N the results were PI4K2A inh -1, Tb PGK inh -7%, IDH1 R132H inh -1%, HP1b binding inh 23%, Pin1 inh -2%, USP1-UAF1 inh -2%, TrxR1 inh -2%, GLS inh 17% and TrxR1 substrate -5%.
Screening CC1CN(CC(=O)Nc2ccc([N+](=O)[O-])cc2Br)CC(C)O1 (stereo unspecified) returned PI4K2A inh -2, Tb PGK inh 0%, IDH1 R132H inh 6%, HP1b binding inh 30%, Pin1 inh -1%, USP1-UAF1 inh -14%, TrxR1 inh 3%, GLS inh -4% and TrxR1 substrate -10%.
